Runt-SMMHC FRET: inhibitors of RUNX1 Runt–CBFb-SMMHC binding, primary screen, biochemical, FRET, Cerulean-Runt, Venus-CBFb-SMMHC, uHTS; inhibition, % at 20 µM; actives 0.74% (n = 220,000); Cerulean-Runt/Venus-CBFb-SMMHC FRET ratio 530/480, 1 h; Runt-related transcription factor 1 (Homo sapiens) + Core-binding factor subunit beta …;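 active means mean inhibition across duplicate retests at 20 µM reaching about 50%, limit read from the data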;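 further: 0% = DMSO wells and 100% = wells with excess untagged CBFb-SMMHC; inhibitors lower the FRET ratio by blocking Runt binding to CBFb-SMMHC; some results filed as inactive read as strong as hits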
Runt-CBFb FRET: inhibitors of RUNX1 Runt–CBFb binding, primary screen, biochemical, FRET, Cerulean-Runt, Venus-CBFb, uHTS. actives 0.46% (n = 220,000). inhibition, % at 20 µM. AID 1496, 2009. Cerulean-Runt/Venus-CBFb FRET ratio 530/480, 1 h. Runt-related transcription factor 1 (Homo sapiens) + Core-binding factor subunit beta …;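 active means inhibition over about 50% at 20 µM in the single-dose screen, limit read from the data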;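 further: 0% = DMSO wells and 100% = excess unlabeled CBFb competitor control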
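Measured by: fluorescence energy transfer, 422 nm excitation, 530/480 nm emission; test system: Cerulean-tagged RUNX1 Runt domain (FRET donor) fusion protein; buffer or medium: Tris pH 7.5 buffer with BSA; compound: one dose, 20 µM compound, 1% DMSO; times: two 1 h room-temperature incubations shielded from light; benchmarks: unlabeled CBFb 5 µM, positive control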
zVAD death inh: inhibitors of zVAD-triggered necroptosis, primary screen, L929 cells; L929 zVAD necroptosis rescue, ATP luminescence, 24 h; with zVAD 60 µM; viability rescue, % at 10 µM; actives 0.38% (n = 220,000);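 active means activation, scaled between plate controls, above about 75%, limit read from the data; inactive means activation under that limit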;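 further: 0% = zVAD with DMSO and 100% = DMSO alone without zVAD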
EP2 modulator: EP2 receptor modulators, cAMP readout, primary screen, cell-based, HTRF cAMP, PGE2 stimulation; EP2-expressing cells, cAMP HTRF FRET, PGE2 co-stimulation; induction, % at 25 µM; actives 0.83% (n = 260,000); AID 940, 2007;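 active means compounds whose cAMP rise, as percent of the full-agonist control response, exceeds 60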;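 further: rat C6 glioma line stably carrying human EP2 under a CMV promoter; the protocol text gives 20 µM as final concentration; 100% = response of wells given 1 µM PGE2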
Target sequence (P43116 whole entry, looked up): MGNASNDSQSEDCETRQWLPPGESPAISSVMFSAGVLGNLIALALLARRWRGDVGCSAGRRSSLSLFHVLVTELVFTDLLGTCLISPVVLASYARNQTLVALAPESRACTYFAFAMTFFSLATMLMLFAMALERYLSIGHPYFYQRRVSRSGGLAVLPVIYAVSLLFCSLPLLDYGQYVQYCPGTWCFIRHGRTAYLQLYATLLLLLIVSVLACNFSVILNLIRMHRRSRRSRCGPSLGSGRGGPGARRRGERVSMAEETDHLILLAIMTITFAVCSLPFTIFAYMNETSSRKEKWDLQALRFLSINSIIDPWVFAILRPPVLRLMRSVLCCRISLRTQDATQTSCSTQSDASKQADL
TNF death inh: inhibitors of TNF-alpha triggered necroptosis, primary screen, cell-based, Jurkat FADD-/-, single concentration; Jurkat FADD-/- TNF necroptosis rescue, ATP luminescence, 24 h; 0 = TNF only, 100 = no-TNF cells; actives 0.068% (n = 220,000); AID 463075, 2010; activation (protection from cell death), % at 10 µM;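 active means activation, meaning protection from cell death, of at least 50% relative to plate controls; inactive means activation below 50%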;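 further: necroptosis triggered by 40 ng/mL TNF-alpha added together with compound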
EP2 antag: human EP2 receptor antagonists, primary screen, TR-FRET cAMP, C6 glioma cells; inhibition, % at 25 µM; AID 1422, 2008; actives 0.52% (n = 260,000); C6 glioma cells expressing human EP2; cells stimulated with saturating PGE2;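 active means percent inhibition above 40 after rounding to a whole number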;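 further: rat C6 glioma host cells with rolipram phosphodiesterase inhibitor present; the protocol text gives 20 µM as final concentration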
Hck Nef HTS: inhibitors of Nef-activated human Hck kinase, primary screen, biochemical, Z-Lyte FRET, 384-well, Hck-YEEI; inhibition, % at 20 µM; Tyrosine-protein kinase HCK (Homo sapiens), P08631; Recombinant Hck-YEEI plus Nef, Z-Lyte FRET kinase assay; actives 0.68% (n = 220,000);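 active means Hck-Nef kinase inhibition above about 50%, limit read from the data; inactive means inhibition below that limit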;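 further: 0% = DMSO with Hck plus Nef and 100% = Hck alone without Nef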
Target sequence (P08631 whole entry, looked up): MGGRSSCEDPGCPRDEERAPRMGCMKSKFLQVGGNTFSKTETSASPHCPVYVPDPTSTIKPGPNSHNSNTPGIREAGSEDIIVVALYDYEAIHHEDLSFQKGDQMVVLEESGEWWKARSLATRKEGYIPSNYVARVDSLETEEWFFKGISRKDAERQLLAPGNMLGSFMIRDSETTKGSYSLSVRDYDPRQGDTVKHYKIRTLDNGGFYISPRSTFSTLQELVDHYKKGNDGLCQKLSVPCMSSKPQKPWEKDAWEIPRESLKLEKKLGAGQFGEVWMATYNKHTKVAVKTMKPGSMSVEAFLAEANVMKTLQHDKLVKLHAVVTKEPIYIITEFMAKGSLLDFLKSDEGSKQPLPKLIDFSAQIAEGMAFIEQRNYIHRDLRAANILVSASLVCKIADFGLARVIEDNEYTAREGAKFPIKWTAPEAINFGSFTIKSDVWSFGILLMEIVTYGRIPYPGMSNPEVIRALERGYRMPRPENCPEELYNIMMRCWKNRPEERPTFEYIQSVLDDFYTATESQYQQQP
PERK inhibitor: block of dimerizer-induced PERK translation repression, primary screen, PERK inhibitor project, CHO PERK-DD cells, SEAP luminescence, HTS. inhibition, % at 5.6 µM. AID 1416, 2008. CHO PERK-DD fusion, SEAP luminescence translation reporter. actives 0.17% (n = 220,000);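 active means inhibition above the mean inhibition of all tested compounds plus 3 SD, set separately per screening campaign, cut at about 2.9% in these data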;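 further: PERK kinase domain activated by AP20187 dimerizer at 100 nM; 0% = DMSO with dimerizer and 100% = rapamycin at 8.4 µM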
RBBP9 inh: human RBBP9 inhibitors, primary screen, biochemical, fluorescence polarization, FP-Rh probe, HTS; recombinant RBBP9; actives 0.2% (n = 220,000); AID 1515, 2009; Serine hydrolase RBBP9 (Homo sapiens), O75884; inhibition, % at 7.94 µM;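 active means inhibition above the campaign mean of all tested compounds plus 3 SD, cut at about 14% in these data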;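 further: plate controls were DMSO wells with RBBP9 for no effect and wells lacking RBBP9 protein for full effect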
Target sequence (O75884 whole entry, looked up): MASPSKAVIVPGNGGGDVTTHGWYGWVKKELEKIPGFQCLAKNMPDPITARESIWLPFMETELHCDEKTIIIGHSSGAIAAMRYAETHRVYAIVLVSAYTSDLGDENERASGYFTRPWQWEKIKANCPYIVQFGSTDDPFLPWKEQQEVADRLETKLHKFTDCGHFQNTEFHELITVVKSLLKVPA
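Assay system: recombinant human RBBP9; Reagent: Serine-hydrolase probe FP-Rh, 375 nM pre-mixing; Doses: 7.94 µM single dose, 0.794% DMSO; Incubation: 30 min then 45 min, 25 °C; Detection: fluorescence polarization (mP), excitation 525 nm, emission 598 nm; Evaluation: percent inhibition from mP, scaled between DMSO and no-protein wells.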
* = called active by the depositor; nt = not tested or not shown; & = joins results of further samples. Only part of the results is shown; rates above refer to the full screens.

SMILES	Runt-SMMHC FRET	Runt-CBFb FRET	zVAD death inh	EP2 modulator	TNF death inh	EP2 antag	Hck Nef HTS	PERK inhibitor	RBBP9 inh
O=C(O)c1ccc(COc2ccccc2Cl)cc1	-5	2	0.2	-3	0.7	6	2	0.0	5
Cc1cc(-c2cc(C(=O)NCc3ccccc3)on2)nc(NCC2CC2)n1	0	-1	-0.4	-5	-1.4	9	28	nt	nt
COc1cc([N+](=O)[O-])ccc1NC(=O)Cn1ccsc1=N	1	1	-0.5	-16	21	4	30	0.3	2
CN(CC(=O)O/N=C(\N)c1ccccn1)S(=O)(=O)c1ccc(Br)cc1	-2	0	-0.3	-7	0.8	5	0	-0.6	-5
O=C(Nc1nc(-c2ccc(-c3ccccc3)cc2)cs1)c1cc([N+](=O)[O-])ccc1N1CCOCC1	-9	-6	2.5	-10	0.0	8	16	-0.3	-3
COc1ccc(CNC(=O)C2CC(c3cccc(OC)c3)=NO2)cc1 (stereo unspecified)	-4	1	0.8	-23	-3.7	7	3	1.7	2
COc1ccccc1OCc1ccc(C(=O)NCCN(C)C)o1	-8	0	-0.2	9	-0.2	20	-1	0.3	-12
O=S1(=O)CCN(OCc2ccc(F)cc2Cl)CC1	3	0	1.3	8	1.1	6	22	1.4	-4
CCc1cccc(CC)c1NC(=O)c1ccc(-n2cncn2)nc1	1	0	1.0	26	0.7	9	-5	1.3	-5
O=C(CN(Cc1ccccc1)S(=O)(=O)c1ccc(Br)cc1)N/N=C/c1ccccc1C(=O)O	0	26	1.7	-50	1.4	7	-1	1.1	-10
CC(=O)NC1(c2ccccc2)CCN(c2cc(C)nc(-c3ccccc3)n2)CC1	0	0	2.2	-80	1.2	20	19	-0.6	4
O=C(c1cc(-c2cccs2)on1)N1CCCc2ccccc21	-5	1	1.3	-1	2.2	10	0	0.8	-2
CC1=C(C(=O)OCc2ccc(C)cc2)C(c2ccc(O)c([N+](=O)[O-])c2)NC(=O)N1 (stereo unspecified)	-6	0	0.6	10	1.7	6	12	1.0	0
COCC(=O)Nc1cc(=O)n(C)c(=O)n1C	-5	0	1.4	13	0.6	7	-1	1.3	-9
CCC(C)NC(=O)c1ccc(CSc2nc3ccncc3n2Cc2ccc(F)cc2)cc1 (stereo unspecified)	1	-6	nt	-29	-1.5	10	-24	-0.1	-2
Oc1cnc2ccccc2c1CN1CCOCC1	3	-1	-0.2	-6	1.1	14	0	0.7	-3
O=C(O)CCSc1nc2ccccc2s1	-1	3	-0.1	26	-0.7	2	0	0.3	0
c1ccc(-n2ncc3c(NCC4CCCO4)ncnc32)cc1 (stereo unspecified)	1	nt	1.6	-18	0.9	14	3	0.9	-4
COc1cc(/C=N/NC(=O)CCN2CCN(C(c3ccccc3)c3ccccc3)CC2)ccc1O	1	-1	-0.2	12	0.2	16	2	-1.1	0
Cc1cc(Br)c(NC(=O)COC(=O)C2CC2C)c(Br)c1 (stereo unspecified)	-4	1	nt	30	1.2	9	5	0.4	-2
CCc1ccc(Nc2nnc(SCC(=O)Nc3sccc3C(N)=O)s2)cc1	-5	-3	63	-73	0.0	13	14	-0.1	0
CNc1ccccc1C(=O)OCC(=O)c1ccc(F)cc1	-1	nt	2.4	23	-0.4	6	-4	2.0	3
COc1ccc(/C=C(/NC(=O)c2ccc(C)cc2)c2nc3ccccc3[nH]2)cc1OC	-2	-6	-0.1	11	0.0	11	1	-0.5	-2
Cc1ccc(/C=[N+](\[O-])c2ccc(N(C)C)cc2)c2nsnc12	-36	-2	0.2	-29	-0.4	7	-56	-0.4	8
CN(C)S(=O)(=O)c1ccc(C(=O)N2CCCC2c2nc3ccccc3s2)cc1 (stereo unspecified)	2	0	0.0	3	-0.6	13	1	-1.8	-7
NC(=O)c1ccccc1N/C=C/C(=O)c1ccc(Cl)cc1Cl	16	5	-0.4	-20	-6.2	nt	5	-0.3	-12
Cc1cc(NC(=O)C2CCN(S(=O)(=O)Cc3ccccc3)CC2)ccc1-n1cnnn1	-2	1	0.1	-14&-42	-1.1	9&13	2	-0.2	-3
CCCOC(=O)c1ccc(Cl)c(NC(=O)c2ccc(-c3ccccc3)cc2)c1	-8	nt	0.0	2	0.2	18	3	0.9	-7
COc1ccc2cc(CN(CCCN3CCOCC3)Cc3nnnn3C3CCCCC3)c(=O)[nH]c2c1	16	13	1.0	0	1.2	15	2	0.8	-5
COc1cccc(-c2cc(C(=O)N3CCCCCC3)no2)c1	-6	3	0.8	-10	3.6	15	0	-0.3	-6
Cc1oc(-c2ccccc2Cl)nc1CSCC(=O)NC1CCCC1	0	-3	1.8	13	-0.2	7	2	-0.4	-5
Cc1onc(-c2c(Cl)cccc2Cl)c1C(=O)ONC(=O)c1ccccc1	-1	0	0.4	4	-7.6	11	1	-0.3	-11
Cc1ccc(NC(=O)CC2NCCNC2=O)cc1 (stereo unspecified)	0	2	0.1	4	-1.8	18	-1	1.0	-6
Cc1ccccc1NC(=O)c1ccc(Nc2c([N+](=O)[O-])cc([N+](=O)[O-])c3ccccc23)cc1	-13	-6	1.3	-23	-4.2	8	-1	0.5	3
CN1CCN(NC(=S)Nc2ccccc2)CC1	0	2	2.0	21	-0.4	10	24	-0.4	-3
Cc1cc(C)n2nc(C(=O)NCc3ccccc3)cc2n1	-1	4	4.6	-87	-0.8	2	-1	0.3	-9
O=c1c2c(-c3ccccc3)csc2ncn1/N=C/c1cccc([N+](=O)[O-])c1O	-3	-3	0.1	-20	-1.7	6	2	0.8	6
Cc1ccc(S(=O)(=O)Nc2cccc3c2CCCC3)cc1	2	-1	0.0	2	0.7	9	3	0.3	-3
CC(C)(C)Cc1nc2ccccc2n1CCc1ccccc1	0	-2	-1.8	48	-1.5	6	-12	-1.0	-7
O=C(NCc1ccccn1)C(=O)NN=C1CCCCCCC1	0	-2	1.5	24	1.8	9	21	1.8	-12
COc1cccc(/C=N/n2c(-c3ccco3)nc3ccccc3c2=O)c1OC	-5	-3	0.1	8	3.0	14	1	0.4	0
S=C1NCCOCCOCCOCCOCCN1	-2	0	0.7	13	0.3	3	-22	0.4	-4
CC(/C=C/c1ccco1)=N\NC(=O)CNc1ccc2ccccc2c1	-2	12	12	-114	0.6	18	28	0.1	8
COc1ccc(/C=C/c2cc(C(=O)O)c3ccccc3n2)cc1	-49	-51	-1.4	13	-13	3	8	1.6	-5
CCOC(=O)c1cc(-c2ccco2)nc2c1c(C)nn2CCC#N	4	4	-0.4	23	-4.1	22	1	-0.1	-7
O=C(Cn1cnc2c(oc3ccccc32)c1=O)c1ccccc1	-2	-3	0.3	-2	-1.0	5	0	-0.2	-4
Cc1nc2ccccc2n1CC(O)COc1ccc(Br)cc1 (stereo unspecified)	4	-2	-0.6	-76	-0.4	5	25	0.0	-6
CC(C)C(NC(=O)c1cccnc1)C(=O)O (stereo unspecified)	-2	0	5.2	8&19	0.6	9&6	33	0.3	-9
CCOc1ccc(-n2c(=O)c3c(C)c(C)sc3n(CC(=O)NCc3ccco3)c2=O)cc1	0	-5	0.6	-2	-1.8	6	2	-0.7	-5
CCN(CC)C(=S)SCC(=O)c1c(C)[nH]c2ccccc12	4	-1	24	-11	1.3	8	-2	-0.8	-4
COc1ccc(N(CC(=O)Nc2cc(OC)ccc2OC)S(=O)(=O)c2c(C)nn(C)c2C)cc1	1	-7	-0.8	11	-2.3	nt	4	0.3	-8
CCC(=O)Nc1ccc2nc(C)n(CC(=O)Nc3ccccc3)c(=O)c2c1	-3	1	0.1	-5	1.5	13	0	-0.3	-1
Cc1cc(=O)oc2cc(OCC(=O)N3CCc4ccccc4C3)ccc12	2	-2	-0.6	-9	-1.1	13	1	0.6	-6
CN1CCC2(CC1)N=C(c1ccc(F)cc1)C(=S)N2C(=O)c1ccc(C(C)(C)C)cc1	1	-1	0.0	59	-0.8	4	0	-0.1	-7
O=C(CSc1nnc(-c2cccs2)n1-c1ccccc1)Nc1ccccc1	-1	-2	0.9	20	1.4	35	0	-0.9	-4
O=[N+]([O-])c1ccc(N2CCN(c3ccccc3F)CC2)c(S(=O)(=O)N2CCOCC2)c1	-2	3	0.4	-6	0.1	7	3	0.9	-7
COC(=O)C1=C(C)NC(C)=C(C(=O)OC)C1c1ccc(C)o1	0	1	0.7	3	-1.0	8	21	-0.5	-9
COc1cccc(/C=N/NC(=O)c2ccoc2C)c1	-2	1	0.4	-18	0.0	11	13	0.1	-6
CCOC(=O)Cc1csc(NS(=O)(=O)c2ccc(OC)cc2)n1	-2	-1	0.4	27	0.1	1	16	0.9	4
O=C(O)CC/C(=N\Nc1ccc(S(=O)(=O)N2CCOCC2)cc1[N+](=O)[O-])c1cccs1	0	-2	-1.4	-14	-0.7	6	26	0.1	0

Next part; the last 2 above are carried over.
SMILES	Runt-SMMHC FRET	Runt-CBFb FRET	zVAD death inh	EP2 modulator	TNF death inh	EP2 antag	Hck Nef HTS	PERK inhibitor	RBBP9 inh
CCOC(=O)Cc1csc(NS(=O)(=O)c2ccc(OC)cc2)n1	-2	-1	0.4	27	0.1	1	16	0.9	4
O=C(O)CC/C(=N\Nc1ccc(S(=O)(=O)N2CCOCC2)cc1[N+](=O)[O-])c1cccs1	0	-2	-1.4	-14	-0.7	6	26	0.1	0
NC(=O)/C=C\c1cn(-c2ccccc2)nc1-c1ccc2c(c1)OCCO2	-5	-7	1.9	-27	1.8	10	6	-0.1	-12
CC(C)(C)c1cc(=O)[nH]c(SCc2ccccc2)n1	-19	-2	-2.1	48	-0.7	4	27	0.2	-8
CCCn1c(SCC(=O)c2[nH]c(C)c(C(C)=O)c2C)n[nH]c1=O	1	0	0.4	-12	2.7	8	6	0.3	-12
COc1ccc(C2C(C(=O)N3CCN(c4ccccn4)CC3)CCC(=O)N2c2cc(OC)c(OC)c(OC)c2)cc1 (stereo unspecified)	0	-2	1.1	33	-0.2	1	15	0.5	-2
COc1ccccc1Cc1nc(-c2ccc(C)cc2)no1	2	0	0.0	11	-0.5	7	0	1.6	4

Compound activity as filed in PubChem.
